Gli-Sufu block = Gli-Sufu pathway antagonists, primary screen, luciferase luminescence, Sufu-KO-LIGHT cells, uHTS; AID 588413, 2011; 0.74% of 340,000 active; Sufu-KO-LIGHT fibroblasts, Gli luciferase reporter luminescence; inhibition, % at 5 µM;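 active means inhibition above about 55%, limit read from the data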;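 further: 0% = DMSO-treated cells and 100% = wells with medium but no cells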
UPR CHOP act = activators of apoptotic CHOP UPR arm, primary screen, cell-based, CHO-CHOP luciferase reporter, luminescence, uHTS | activation, % at 10 µM | 0.34% of 330,000 active | UPR activation; percent of tunicamycin response over DMSO baseline;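 active means at 10 µM dose, activation of 40% or more, normalized to positive control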;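 further: 100% = tunicamycin at 10 µg/mL and 0% = DMSO alone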
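System: CHO-CHOP luciferase reporter cell line; amount: 500 cells/well; buffer or medium: F12 medium containing 10% fetal bovine serum; incubation: 6 h compound exposure at 37 °C after overnight seeding; measured by: luciferase luminescence after 10 min with Steady-Glo reagent; evaluation: % reporter activation, DMSO baseline versus tunicamycin full activation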
CCR6 antagonist = CCR6 receptor antagonists, primary screen, cell-based, CHO-K1, luminescence, beta-arrestin, uHTS; C-C chemokine receptor type 6 (Homo sapiens), P51684; CHO-K1 CCR6 PathHunter beta-arrestin, CCL20-stimulated; inhibition, % at 20 µM; 0.49% of 340,000 active; AID 493098, 2011;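 active means compounds whose inhibition of the agonist-driven luminescence signal at 20 µM reaches about 50%, limit read from the data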;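 further: cells stimulated with CCL20 at 14 nM final; plate controls were DMSO with CCL20 for no effect and DMSO without agonist for full effect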
Target sequence (P51684 whole entry, looked up): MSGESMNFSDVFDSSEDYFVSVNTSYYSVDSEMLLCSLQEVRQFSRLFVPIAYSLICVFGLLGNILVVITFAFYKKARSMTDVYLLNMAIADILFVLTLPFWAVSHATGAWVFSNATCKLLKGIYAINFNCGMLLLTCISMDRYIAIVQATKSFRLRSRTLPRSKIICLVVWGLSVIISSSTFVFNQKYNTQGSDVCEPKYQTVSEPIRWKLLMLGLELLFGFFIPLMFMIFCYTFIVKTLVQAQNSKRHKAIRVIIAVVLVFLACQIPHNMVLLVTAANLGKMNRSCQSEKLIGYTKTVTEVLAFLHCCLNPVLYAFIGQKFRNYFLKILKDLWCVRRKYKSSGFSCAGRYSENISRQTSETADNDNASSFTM
Jurkat NFkB inh = inhibitors of induced NF-kB luciferase reporter, primary screen, TCR NF-kB activation inhibitor project, cell-based, luminescence, uHTS | Jurkat, PMA/ionomycin-induced NF-kB luciferase reporter | inhibition, % at 4 µM | 0.53% of 330,000 active | AID 435003, 2010; in the data active means inhibition above about 50%
CXCR6 inh = CXCR6 receptor inhibitors, primary screen, cell-based, beta-arrestin, luminescence, CHO-K1 PathHunter, 1536-well | AID 602244, 2012 | inhibition, % at 20 µM | C-X-C chemokine receptor type 6 (Homo sapiens), O00574 | 0.36% of 360,000 active; in the data active means inhibition above about 34%, passing the limit was not always enough;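 further: antagonist mode with CXCL16 agonist at 10 nM final; 0% = 10 nM CXCL16 with DMSO and 100% = unstimulated wells without agonist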
Target sequence (O00574 whole entry, looked up): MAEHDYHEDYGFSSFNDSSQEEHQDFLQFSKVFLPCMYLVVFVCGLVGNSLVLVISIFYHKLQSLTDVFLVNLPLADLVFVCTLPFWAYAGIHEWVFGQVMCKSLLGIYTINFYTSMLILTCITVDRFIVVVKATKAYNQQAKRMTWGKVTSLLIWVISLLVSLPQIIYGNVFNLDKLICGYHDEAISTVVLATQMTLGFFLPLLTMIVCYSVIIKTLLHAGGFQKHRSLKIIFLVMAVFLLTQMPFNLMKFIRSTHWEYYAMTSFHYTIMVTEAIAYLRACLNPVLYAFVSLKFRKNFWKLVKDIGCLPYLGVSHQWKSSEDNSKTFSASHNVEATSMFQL
XBP1 UPR activ = activators of adaptive XBP1 UPR arm, primary screen, cell-based, CHO-XBP1 luciferase reporter, luminescence, uHTS. 0.33% of 330,000 active. activation, % at 20 µM. AID 463104, 2010. IRE1-XBP1 UPR activation; percent of tunicamycin response, DMSO as zero;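 active means versus positive control, 20 µM dose yields 30% or more activation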;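 further: 100% = tunicamycin at 10 µg/mL and 0% = DMSO only wells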
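Material: IRE1-XBP1 luciferase reporter CHO line / Quantity: one thousand reporter cells per well / Buffer or medium: F12 with 10% serum / Compound: 20 µM single concentration, DMSO 1% / Times: 6 h treatment, 37 °C / Detection: Steady-Glo luciferase glow luminescence, 10 min after reagent addition / Benchmarks: tunicamycin high, DMSO low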
Mdm2 MdmX PPI = inhibitors of human Mdm2-MdmX association, primary screen, cell-based, luminescence, split luciferase, SaOS-2, uHTS; Protein Mdm4 (Homo sapiens) + E3 ubiquitin-protein ligase Mdm2 (Homo sapiens), …; SaOS-2 split-luciferase Mdm2/MdmX complementation; inhibition, % at 8 µM; 3% of 330,000 active; AID 485346, 2010;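 active means inhibition of at least 50% at 8 µM in the primary screen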
697 NFkB inh = inhibitors of PMA/ionomycin-induced NF-kB reporter, 697 cells, primary screen, B-cell NF-kB inhibitor project, cell-based, luminescence, uHTS | 0.33% of 330,000 active | 697 B-cell NF-kB luciferase reporter, 16 h | AID 435022, 2010 | inhibition, % at 4 µM; in the data active means inhibition above about 35%
EBI2 antag = EBI2 receptor antagonists, beta-arrestin recruitment, primary screen, cell-based, luminescence, 7a,25-OHC stimulation, uHTS | G-protein coupled receptor 183 (Homo sapiens), P32249 | 7a,25-OHC stimulated | inhibition, % at 5 µM | 0.81% of 360,000 active; in the data active means inhibition above about 38%;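 further: enzyme fragment complementation signal reports receptor beta-arrestin coupling in cells; 0% = agonist plus DMSO wells and 100% = wells without agonist; some results beyond the cut were filed as inactive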
Target sequence (P32249 whole entry, looked up, the tested form may be a part): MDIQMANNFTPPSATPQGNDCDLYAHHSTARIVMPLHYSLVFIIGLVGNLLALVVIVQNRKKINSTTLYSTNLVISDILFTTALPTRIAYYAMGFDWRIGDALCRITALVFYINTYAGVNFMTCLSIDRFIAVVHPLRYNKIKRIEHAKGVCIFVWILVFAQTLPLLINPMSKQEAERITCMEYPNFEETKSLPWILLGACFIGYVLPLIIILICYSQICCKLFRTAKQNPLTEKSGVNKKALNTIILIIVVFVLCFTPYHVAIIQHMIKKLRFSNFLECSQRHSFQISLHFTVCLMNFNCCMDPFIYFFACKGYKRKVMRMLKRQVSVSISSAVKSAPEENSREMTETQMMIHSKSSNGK
* marks the source's active call; other numbers are inactive results; . = no result given. Compounds as they come; any-hit rate near 5%.

SMILES	Gli-Sufu block	UPR CHOP act	CCR6 antagonist	Jurkat NFkB inh	CXCR6 inh	XBP1 UPR activ	Mdm2 MdmX PPI	697 NFkB inh	EBI2 antag
CC(=O)Nc1ccc(S(=O)(=O)NCC(=O)NNC(=O)COc2ccccc2Cl)cc1	-2	-0.4	-2	4	-7	-2	14	3	1
O=C(CN1C(=O)CSc2ccc(S(=O)(=O)N3CCOCC3)cc21)NCCCN1CCCCC1	-22	1.4	10	-6	2	-3	16	-26	-13
N#Cc1nc(COc2ccc(F)cc2)oc1NCCN1CCOCC1	9	0.4	-11	-7	2	0	-16	-2	-12
N/C(=N\OC(=O)c1ccc(OCC(F)(F)F)nc1)c1ccc(Cl)cc1	7	0.6	-21	-4	-6	3	0	-6	-4
Cc1cc(C)n(CCOc2ccc(Cl)cc2Cl)n1	23	1.1	3	11	-10	1	-3	-18	-6
CCOc1ccc(Cl)cc1S(=O)(=O)NCc1ccccn1	-2	0.7	3	-10	-4	-3	-5	3	9
O=C(O)c1c(Cl)c(Cl)c(Cl)c(Cl)c1C(=O)N1CCOCC1	1	-0.6	-18	0	-7	0	5	15	-13
O=C(OCCc1cc2ccccc2c(=O)o1)N1CCOCC1	-50	6.5	10	-14	-4	2	-18	-15	4
CN1CC2(C(=O)c3ccccc3)CN(C)CC(C(=O)c3ccccc3)(C1)C2	6	0.6	9	0	1	1	-3	1	-4
COc1ccc(OC)c(S(=O)(=O)N/N=C(/C)c2c[nH]c3ccccc23)c1	-6	1.6	0	5	8	-5	28	17	5
Cc1ccc(-c2cc3cccc[n+]3cc2-c2ccc(C)cc2)cc1	86*	-1.7	4	50	-6	-3	52*	-81	-12
O=C1CC(c2ccccc2)CC(O)=C1C=NCc1ccco1 (stereo unspecified)	2	-0.7	10	8	4	-3	15	8	0
O=c1cc(-c2ccccc2Cl)c2c([nH]1)CCC2	-4	0.7	-8	-4	0	0	18	11	1
Cc1ccccc1C(=O)NC1CCN(Cc2nnnn2Cc2ccccc2)CC1	5	0.4	7	7	5	-1	0	8	-8
COc1cc(OC)c(OC)cc1CN1CCCC(C(=O)N2CCCC2)C1 (stereo unspecified)	2	0.1	4	11	11	-3	-11	15	-1
COc1ccc(N(C(=O)COc2ccccc2)C2C=CS(=O)(=O)C2)cc1 (stereo unspecified)	2	0.1	-1	6	4	-1	4	12	0
Cc1ccc(SC[C@H](CC(C)C)N2CCN(C)CCC2=O)cc1	-31	1.1	4	-66	3	3	-43	-53	6
COc1cccc(C(=O)N2CCN(c3ccccn3)CC2)c1	-1	3.2	7	-7	-1	0	6	-21	-5
COc1ccc(C(C(=O)NC2CCCC2)N(C(=O)c2ccco2)c2ccccc2C(C)=O)cc1OC (stereo unspecified)	-4	0.9	12	11	1	1	16	16	-4
COc1ccc(CN(C)C(=O)C2CC(=O)N(c3ccc4c(c3)OCCO4)C2)c(OC)c1 (stereo unspecified)	5	-1.2	5	-4	0	1	-3	-4	4
COc1ccccc1-c1sc2ccccc2c1-c1ccccc1OC	23	0.3	21	0	12	-4	17	19	5
O=C1c2ccccc2NC(c2ccncc2)N1c1ccccn1 (stereo unspecified)	0	-1.9	-7	-29	3	-1	-6	-50	-3
CC(=O)N=c1sc2ccccc2n1C	-3	-1.0	8	-5	0	-6	0	8	2
Cc1ccccc1OCCC(=O)OCC(=O)NC1CC1	-4	0.0	0	-4	3	-2	10	9	-6
OCc1cccc(Nc2ncnc3sc4c(c23)CCCCC4)c1	-6	1.7	6	-11	0	0	15	16	-12
CC(C)C(NS(=O)(=O)c1ccc(Br)s1)C(=O)O (stereo unspecified)	1	-2.3	-9	-10	3	-3	29	14	-4
Cc1cccc(C(=O)N(Cc2ccc(C)o2)C2CCS(=O)(=O)C2)c1 (stereo unspecified)	12	0.4	8	-3	0	-3	7	-1	8
O=C(Nc1cccc(C(=O)O)c1)/C(=C\c1ccc2c(c1)OCO2)NC(=O)c1ccc(Br)o1	-20	0.0	11	-8	-3	-2	-2	-18	-4
NC(=O)c1ccccc1OCC(=O)Nc1ccc2c(c1)CCC2	-37	3.8	20	-41	-2	-1	10	-45	-9
Cc1ccccc1CCNC(=O)c1ccc(Cl)c(S(=O)(=O)N2CC(C)OC(C)C2)c1 (stereo unspecified)	14	0.3	9	25	-5	0	-2	-29	8
O=C(NCCS(=O)(=O)NCc1ccc2c(c1)OCO2)c1ccccc1	1	1.6	0	1	-2	-2	23	4	6
CC(=O)Nc1cc2c3c(cccc3c1)-c1ccccc1-2	-1	.	-11	.	-8	.	.	.	-11
O=C(Cn1cc2c(n1)CCCCC2)N1CCc2ccccc2C1	-4	-0.3	4	5	-6	-2	-14	15	3
CCN(CC)CCCNC(=O)Cn1cnc2sc(C)c(S(=O)(=O)N3CCC(C)CC3)c2c1=O	-1	-0.8	8	-5	2	-2	-7	-6	-1
O=C(C1CCCN(Cc2ccccc2Br)C1)N1CCCCC1 (stereo unspecified)	8	0.2	-7	4	-11	-1	-4	-10	-2
COc1ccc(CNC(=O)C2CC(=O)N(c3ccc(OCC(=O)N4CCCCC4)cc3)C2)cc1 (stereo unspecified)	10	-1.9	9	-9	5	-2	-13	8	-2
Cc1nc2c(-c3ccc(F)cc3)c(C)nn2c(C)c1CCC(=O)NC(C)CCc1ccco1 (stereo unspecified)	8	-1.4	20	2	8	-1	26	14	16
CN1c2ccccc2C(=O)/C(=C\Nc2ccc(F)cc2)S1(=O)=O	32	2.6	0	19	-11	5	23	11	-3
NC(=O)CC(NC(=O)c1ccccc1)c1ccc(N2CCC(Br)CC2)c([N+](=O)[O-])c1 (stereo unspecified)	32	-1.1	24	28	2	-1	14	-32	-4
CCCCNC(=O)Cc1ccc(Br)cc1	-2	-0.6	8	-3	-2	1	9	-7	-2
Clc1ccc(-c2cn3cccnc3n2)cc1Cl	-16	7.2	-21	-7	-14	3	-46	0	7
O=C(NC1CCSC1=O)c1ccc(Cl)cc1 (stereo unspecified)	-3	1.8	6	9	2	-1	9	15	-7
O=S(=O)(c1ccc(N2CC=C(c3ccccc3)CC2)nc1)N1CCCC1	3	-1.5	15	1	1	1	4	-9	2
COc1ccccc1N1CCN(C(=O)C2CCN(S(=O)(=O)c3ccccc3)CC2)CC1	7	-2.3	-6	-2	-14	-3	-1	6	1
CCN(CC(=O)Nc1ccccc1C(=O)OC)S(=O)(=O)c1ccc(OC)cc1	6	-0.8	10	4	3	-4	-17	16	2

Reprinted at random: 3 entries already listed, in no set order.
SMILES	Gli-Sufu block	UPR CHOP act	CCR6 antagonist	Jurkat NFkB inh	CXCR6 inh	XBP1 UPR activ	Mdm2 MdmX PPI	697 NFkB inh	EBI2 antag
Cc1nc2c(-c3ccc(F)cc3)c(C)nn2c(C)c1CCC(=O)NC(C)CCc1ccco1 (stereo unspecified)	8	-1.4	20	2	8	-1	26	14	16
O=C(Cn1cc2c(n1)CCCCC2)N1CCc2ccccc2C1	-4	-0.3	4	5	-6	-2	-14	15	3
COc1ccc(N(C(=O)COc2ccccc2)C2C=CS(=O)(=O)C2)cc1 (stereo unspecified)	2	0.1	-1	6	4	-1	4	12	0

Other entries
SMILES	Gli-Sufu block	UPR CHOP act	CCR6 antagonist	Jurkat NFkB inh	CXCR6 inh	XBP1 UPR activ	Mdm2 MdmX PPI	697 NFkB inh	EBI2 antag
Cn1c(=O)n(CC(=O)NC2CCCCC2)c(=O)c2ccccc21	2	-1.5	-1	1	-6	-2	12	7	-1
CCCS(=O)(=O)N1CCCC(C(=O)NCc2cccnc2)C1 (stereo unspecified)	4	-1.0	-27	15	-5	1	22	14	8
O=C(COC(=O)/C=C/c1ccc(S(=O)(=O)N2CCOCC2)cc1)NC1CCCCCCC1	-4	0.5	12	-10	2	3	30	6	3
COc1ccc(/C=C/C(=O)OCC(=O)NC2CCCCCC2)cc1OC	-6	-0.8	11	-1	1	-1	11	14	5
Cc1nn(CC(=O)NCc2cccnc2)c(=O)c2ccccc12	6	0.7	-9	-3	4	-1	-22	-17	-1
O=C(N/N=C/c1cccc(OC(=O)c2ccc([N+](=O)[O-])cc2)c1)c1cccnc1	-24	2.0	10	-9	1	2	-6	-17	-12
CCOc1ccc(C(=O)Nc2ccncc2)cc1	1	-0.5	12	-32	-1	-4	12	4	-2
O=[N+]([O-])c1ccc(N2CCCCCC2)c(S(=O)(=O)N2CCCCC2)c1	8	2.6	23	-7	7	1	-23	-54	8
Cc1cc(C(=O)N/N=C/c2c[nH]c3ccccc23)cs1	-35	2.6	5	-36	-1	-1	-5	-29	4
CCS(=O)(=O)N1CCN=C1SCc1ccccc1	1	0.9	4	9	-3	-7	-27	-1	1
O=C(Cc1ccc(Cl)cc1)Nc1ccc(CN2CCCCC2)cc1	6	1.9	-1	-15	-29	2	34	-10	-3
COC(=O)c1cc(C(=O)Nc2nnc(C3CC3)s2)cc([N+](=O)[O-])c1	14	1.8	1	-3	-2	-3	-7	-36	2
CS(=O)(=O)c1nsc2nc(=O)c(/C=C3\C=Nc4ccccc43)c(N)n12	-7	-0.4	10	-4	2	1	-10	-7	-7
Cc1ccc(/C=C/C(=O)OCn2nnc3ccccc3c2=O)o1	9	-2.3	8	-8	4	-3	28	3	7
CCc1nnc(NC(=O)CSc2nnc3c(n2)[nH]c2ccccc23)s1	-4	-2.2	7	-15	8	-3	15	10	-8

Entries of single compounds as entered above. Values in the order: Gli-Sufu block | UPR CHOP act | CCR6 antagonist | Jurkat NFkB inh | CXCR6 inh | XBP1 UPR activ | Mdm2 MdmX PPI | 697 NFkB inh | EBI2 antag
`NC(=O)c1ccccc1OCC(=O)Nc1ccc2c(c1)CCC2` is entered as -37 | 3.8 | 20 | -41 | -2 | -1 | 10 | -45 | -9
`COc1cc(OC)c(OC)cc1CN1CCCC(C(=O)N2CCCC2)C1` (stereo unspecified) is entered as 2 | 0.1 | 4 | 11 | 11 | -3 | -11 | 15 | -1

The listing continues.
SMILES	Gli-Sufu block	UPR CHOP act	CCR6 antagonist	Jurkat NFkB inh	CXCR6 inh	XBP1 UPR activ	Mdm2 MdmX PPI	697 NFkB inh	EBI2 antag
CCc1ccc(C(=O)NCc2ccc(Cl)cc2)cc1	-30	1.0	-2	-6	-6	3	-20	-28	34
CCCN1Cc2cccc(C(=O)N3CCN(c4ccc(OC)cc4)CC3)c2C1=O	7	-0.1	14	15	3	0	8	19	-5
O=C(O)c1cccc(NS(=O)(=O)c2ccc(NC(=O)c3ccco3)cc2)c1	0	-2.0	-6	0	1	-3	-18	7	7
O=C1c2ccccc2C(O)(Cc2ccccc2)N1Cc1ccco1 (stereo unspecified)	4	-1.8	8	-17	0	-2	1	-26	1
O=C(CN1CCN(S(=O)(=O)c2ccc(Br)cc2)CC1)N/N=C/c1ccccc1C(=O)O	10	0.5	1	-3	3	-2	0	20	-12
Oc1ccc2ccccc2c1/C=N/n1cnnc1	2	-1.3	-8	16	-5	-2	17	23	-14
COc1ccc(/C=C/C(=O)N2CCOCC2)cc1OC	-2	2.6	4	1	3	-4	31	16	-3

Screening results (PubChem)
